From PubChem BioAssay
SDO1 yeast rescue: compounds rescuing growth of sdo1-depleted yeast, bone marrow failure model; actives 0.21% (n = 140,000); z-score at 10 µM; AID 817; S. cerevisiae sdo1-depleted JHY4D growth rescue, OD600 30 h; active compounds read high; pdr5 snq2 efflux-pump mutant strain;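 active = z-score above 3 at both the 24 hr and the 30 hr optical density reads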;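 note: z-score against mean and SD of all compound wells on the same plate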
Insulin prom inh: TRM-6 insulin promoter activity inhibition; actives 0.9% (n = 130,000); TRM-6 cells (human fetal islet line), insulin promoter-eGFP reporter, imaging; reporter expression induced with tamoxifen; AID 1273; inhibition, % at 2 µM;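 active = inhibition above the mean plus 3 SD, with well images judged a real hit on visual review, cut at about 60% in these data, passing the limit was not always enough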
SDO1 yeast rescue Rescue 24 h: also measured in SDO1 yeast rescue; calls as there; z-score; S. cerevisiae sdo1-depleted JHY4D growth rescue, OD600; measured here: growth rescue at 24 h;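 0 is the plate mean of compound wells and units are plate SD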
Starred values were filed as active, the others as inactive; nt = not tested or not shown.

SMILES | SDO1 yeast rescue | SDO1 yeast rescue Rescue 24 h | Insulin prom inh
O=S(=O)(NCc1ccccc1)c1ccc2c(c1)OCCO2 | -0.59 | -0.17 | nt
Cc1cccc(Cn2ccc(N)n2)c1 | nt | nt | 27
CCS(=O)(=O)N1CCN(c2ccc(S(=O)(=O)N3CCOCC3)cc2)CC1 | nt | nt | 15
CCOCCCNC(=O)CNC(=S)N(Cc1ccc(C)cc1)Cc1ccco1 | nt | nt | 0
COCCn1nnnc1C(c1cc2cc(C)cc(C)c2[nH]c1=O)N1CCN(c2ccccc2F)CC1 (configuration not stated) | 0.21 | 0.66 | -8
CCOC(=O)c1cc(-c2ccc(C)o2)n[nH]1 | 0.71 | 0.12 | -3
O=c1c(-c2nc3ccccc3s2)cccn1Cc1ccc(Cl)c(Cl)c1 | -1.5 | -1.1 | -7
CCC(=O)NCCC(c1ccco1)c1ccccc1OC (configuration not stated) | 0.18 | -0.18 | -11
O=C(CN1CCCC1)NC12CC3CC(CC(C3)C1)C2 | 1.1 | 0.87 | 42
O=S(=O)(c1ccc(Cl)cc1)n1nnc2ccccc21 | 1.1 | 0.1 | 39
O=C1NCCCc2c1oc1ccc(O)cc21 | 1.6 | 1.9 | nt
CCc1ccccc1NC(=S)N(CCN1CCCCCC1)Cc1ccco1 | nt | nt | -60
Nc1nc(Cl)cc(NCCc2ccccc2)n1 | nt | nt | 9
OC1(c2ccc(OC(F)F)cc2)CSC(=Nc2cccnc2)N1Cc1ccco1 (configuration not stated) | nt | nt | -9
Cn1c(NC(=O)c2ccco2)cc(=O)n(C)c1=O | 0.68 | -0.09 | nt
CN(C)S(=O)(=O)c1cccc(NC(=S)NN=C(Cc2ccccc2)Cc2ccccc2)c1 | 0.3 | 0.52 | 10
COc1cc(C(C(=O)NC(C)(C)C)N(Cc2ccccc2)C(=O)c2cnccn2)cc(OC)c1OC (configuration not stated) | 0.1 | -0.68 | nt
Cc1ccc(S(=O)(=O)Nc2ccccc2/C=N/c2nc3ccccc3n2C)cc1 | -1.1 | -0.34 | -21
CCOCCCNCC(O)c1ccccc1 (configuration not stated) | 1.2 | -0.34 | 18
CCOc1ccccc1C(=O)Nc1cnn(Cc2ccc(F)cc2)c1 | -0.29 | -0.78 | -7
COc1ccc(-c2csc(/C(C#N)=C(\O)CSc3nccn3C)n2)cc1OC | 0.72 | 0.6 | 35
C=CCNC(=O)COC(=O)c1cc(S(=O)(=O)N2CCOCC2)ccc1N1CCCCC1 | -0.48 | -0.73 | -14
COc1cc(/C=N/Nc2cccc(C)c2)ccc1OC(=O)c1cccs1 | -0.32 | -0.91 | -233
CCN(CC)S(=O)(=O)c1ccc(C(=O)NCCCn2ccnc2)cc1 | nt | nt | 9
COc1cc2c3c(c1OC)C1(C=CC(=O)C=C1)CC3N(C(C)=O)CC2 (configuration not stated) | 1.3 | 1.9 | -33
COC(=O)c1sc(N)nc1C(C)(C)C | 0.64 | -0.01 | -20
O=C(/C=C/c1cccc([N+](=O)[O-])c1)NCCN1CCOCC1 | 0.22 | 0.06 | -7
CCOC(=O)C1(C(F)(F)F)N=C(C(F)(F)F)Nc2ccc(F)cc21 (configuration not stated) | 0.44 | -0.04 | -79
O=C(Cn1ccc([N+](=O)[O-])n1)N1CCCCCC1 | nt | nt | 18
CC(=O)N(CN1C(=O)CCC1=O)c1ccc(Cl)c(Cl)c1 | nt | nt | 28
O=C(CC(O)(c1ccccc1)C(F)(F)F)c1cccs1 (configuration not stated) | -0.4 | -0.8 | -14
COc1cccc(C(=O)Nc2ccc(F)c(F)c2F)c1 | 0.28 | 0.21 | -50
CC1(C)Cc2c(ccc3ccccc23)C(NNC(=O)c2cccnc2)=N1 | -0.83 | -0.61 | -8
CC(C)CC(C(=O)NC1CCCC1)N(Cc1cccs1)C(=O)c1snc(C(N)=O)c1N (configuration not stated) | -0.96 | -0.7 | -32
COc1ccc(-c2c(C(C)=O)c(C)nc3sc4c(=N)n(N)cnc4c23)cc1 | 0.74 | -0.51 | nt
CCOC(=O)c1ccccc1NC(=O)CSc1nc2ccccc2c(=O)[nH]1 | nt | nt | -83
COc1cc(OC)cc(C(=O)NC2CCN(C(=O)N3c4ccccc4Sc4ccccc43)CC2)c1 | -0.34 | -0.25 | -33
Cc1ccc(Cn2ncc3c(N4CCN(CC#N)CC4)ncnc32)cc1 | nt | nt | 9
COc1ccc(NC(=O)C(OC)c2ccccc2)cc1Cl (configuration not stated) | -0.85 | -1.1 | -194
CC(O)CNc1ncnc2nc[nH]c12 (configuration not stated) | 0.8 | 1.1 | nt
Cc1ccc(Cn2c(C)nc3c(c2=O)c2nc4ccccc4nc2n3Cc2ccco2)cc1 | -0.18 | 0.31 | 14
CC1CCCC2(C1)NC(=S)c1c(sc3c1CCCC3)N2 (configuration not stated) | -1.4 | -1.5 | -392
Cc1[nH]nc(SCC(=O)NCc2ccccc2)c1[N+](=O)[O-] | 0.29 | -1 | -54
CCOc1cc(C)nc(NCCc2ccc(OC)c(OC)c2)n1 | -0.09 | -0.08 | 6
COc1ccc(/C(O)=C2/C(=O)C(=O)N(CCN3CCOCC3)C2c2ccc(C)cc2)cc1 (configuration not stated) | 1.1 | 0.81 | -3
COc1cc(NC(=O)C2=C(N3CCOCC3)/C(=C\c3ccc(N(C)C)cc3)CCC2)cc(OC)c1OC | -1.6 | -1.3 | 19
S=C(NCc1ccco1)NCC1CCCO1 (configuration not stated) | nt | nt | 12
O=C(Nc1cccnc1)c1cnn2c(C(F)F)cc(C3CC3)nc12 | 0.75 | 0.74 | 15
Cc1ccccc1NC(=O)c1cc(=O)c2ccccc2o1 | -0.52 | -0.92 | -14
COCCn1c(=O)c2cc3c(=O)n(CCOC)c(=O)c3cc2c1=O | 0.78 | 0.33 | 40
Cc1ccccc1-c1nc(CN2CCCC(C(=O)NCCCN3CCOCC3)C2)c(C)o1 (configuration not stated) | 1.8 | 1.2 | -93
Cc1c(NC(=O)/C=C/c2cn(-c3ccccc3)nc2-c2ccccc2)c(=O)n(-c2ccccc2)n1C | -0.15 | 0.41 | 50
O=C(c1cccc(Cl)c1)N1CCN(C(=O)c2ccco2)CC1 | 0.95 | 0.71 | -53
CCOCc1[nH]c(=S)[nH]c(=O)c1Cc1ccc(OCC(C)C)cc1 | nt | nt | 41
NC(=O)CCC(NS(=O)(=O)c1ccc(Cl)cc1)C(=O)NCc1ccccc1 (configuration not stated) | 1.4 | 1.3 | nt
Cc1cccc(NC(=O)C2CC(=O)OC23CCCC3)c1 (configuration not stated) | 0.9 | 0.84 | 30
COc1cc2c(cc1OC)-c1cc(NC3CC3)nc(=O)n1CC2 | -0.18 | -0.75 | nt
Cc1ccc(C(=O)Cn2ncsc2=N)cc1 | -1.2 | -1.2 | 3
Nc1ncnc(Nc2cc(Cl)cc(Cl)c2)c1[N+](=O)[O-] | -0.03 | -0.01 | 0
CNCC(O)Cn1c(C(F)(F)F)nc2ccccc21 (configuration not stated) | -0.75 | -1.1 | 56

Next compounds
SMILES | SDO1 yeast rescue | SDO1 yeast rescue Rescue 24 h | Insulin prom inh
CNc1nc(C)c(C#N)cc1C(C)=O | 1.8 | 2 | -55
O=C(Nc1cccc(S(=O)(=O)N2CCOCC2)c1)c1c2c(nc3ccccc13)CCC2 | -1.4 | -0.91 | 15
COc1cc(OC)cc(-n2nnnc2SCC(=O)Nc2ccc(C(C)=O)cc2)c1 | 0.03 | 0.66 | nt
COc1ccccc1Nc1nc(-c2c(C)[nH]c3ccccc23)cs1 | -0.5 | -0.07 | -30
O=C(CSCc1ccc([N+](=O)[O-])cc1)NC1CCCCCC1 | nt | nt | -24
CCCC[n+]1c(-c2ccc(Cl)cc2Cl)csc1Nc1ccccc1 | 0.03 | 0.02 | nt
CCOC(=O)c1c(-c2ccc(C)o2)csc1NC(=O)CSc1nnnn1-c1ccccc1 | -0.81 | -0.43 | -6
COc1ccc(-c2nc3cc(C)ccn3c2NCC2CCCO2)cc1OC (configuration not stated) | nt | nt | 59
COc1ccc(NC(=O)C(NC(=O)c2ccccc2)C(C)C)cc1 (configuration not stated) | 0.29 | 0.38 | -25
CC1CCN(c2c(NCC3CCC(C(=O)Nc4ccccn4)CC3)c(=O)c2=O)CC1 (configuration not stated) | 0.67 | -0.27 | -35
CCOC(=O)Cc1csc(NC(=O)c2cccc(N3C(=O)CCC3=O)c2)n1 | 0.75 | -0.55 | nt
C=CCSc1nc2ccccc2c2nc(-c3ccccc3)nn12 | 0.65 | 2.5 | -5
Cc1cc(C)nc(SCc2cn3cc(Cl)ccc3n2)n1 | 0.59 | 0.64 | -39
CCOC(=O)N1CCN(CC(O)COC2CC(C)CC(C)(C)C2)CC1 (configuration not stated) | -0.5 | 0.12 | -94
CCNC(=O)NC(=O)CSc1nc2ccccc2n1CC(C)C | -0.38 | -0.18 | -3
Cc1ccc(CNC(=O)Cn2c(=O)c3sccc3n(Cc3cccc([N+](=O)[O-])c3)c2=O)cc1 | 0.82 | 1.6 | -43
O=C(CSc1nnc(Cn2c(=O)sc3ccccc32)n1-c1ccccc1)NCc1ccco1 | 0.28 | 0.16 | nt
CCn1c(SCC(=O)Nc2nc(C)c(C(=O)OC)s2)nnc1C(C)C | 0.81 | 0.29 | nt
CCCCN(C(=O)NC(=O)Nc1cc(C)ccc1C)S(C)(=O)=O | -0.37 | -0.28 | nt
CCOc1ccc(CCN2C(=O)CCC2(C)C(=O)NC(C)CC)cc1OCC (configuration not stated) | 0.67 | 0.26 | 0
CC(C)CC(=O)N1CCN(c2ccc([N+](=O)[O-])c(NCc3ccccc3)c2)CC1 | nt | nt | -15
CCn1c(SCC(=O)c2[nH]c(C)c(C(C)=O)c2C)nnc1-c1ccncc1 | -0.07 | 0.23 | -6
CN(C)c1cccc(C(=O)OCC(=O)Nc2ccccc2-c2ccccc2)c1 | 0.11 | 0.18 | nt
COc1ccc2[nH]c(C(O)(Cc3cccnc3)Cc3cccnc3)cc2c1 | 1.8 | 1.2 | 6
COCCn1c(=S)[nH]c2cc(C(=O)NCCc3ccc(OC)c(OC)c3)ccc2c1=O | 0.55 | 0.58 | -8
CC1=C(C)/C(=N\OS(=O)(=O)c2ccccc2)C=CC1=O | -2.6 | -2 | -183
N#Cc1ccccc1Sc1ccccc1N | 0.04 | 0.23 | -29
CCOC(=O)c1ccccc1NC(=O)c1cccnc1 | -0.05 | -0.23 | 42
O=C(O)c1cccc(COc2ccccc2Cl)c1 | 0.26 | -0.28 | nt
COc1ccc(N/C(C)=C2/C(=O)C(=O)N(CCO)C2c2ccc([N+](=O)[O-])cc2)cc1 (configuration not stated) | 0.9 | -0.64 | -38
O=C(c1ccc(Br)o1)N(Cc1ccccc1)c1ccccn1 | 0.35 | 0.04 | -36
CCOc1ccc(C(=O)Nc2cccc(NC(=O)c3cccs3)c2)cc1[N+](=O)[O-] | -0.12 | -0.35 | -48
CCN1CCN(C(=O)c2ccc3c(=O)n(Cc4ccccc4OC)c(=S)[nH]c3c2)CC1 | -0.15 | -0.61 | nt
c1ccc(CCc2nn3c(-c4ccncc4)nnc3s2)cc1 | 0.09 | -0.57 | 71
NS(=O)(=O)c1ccc(NC(=O)COc2ncnc3c2cnn3-c2ccccc2)cc1 | nt | nt | -59

Filtered by structure: those above containing an aryl thioether with sulfur outside any ring.
SMILES | SDO1 yeast rescue | SDO1 yeast rescue Rescue 24 h | Insulin prom inh
COc1ccc(-c2csc(/C(C#N)=C(\O)CSc3nccn3C)n2)cc1OC | 0.72 | 0.6 | 35
CCOC(=O)c1ccccc1NC(=O)CSc1nc2ccccc2c(=O)[nH]1 | nt | nt | -83
Cc1[nH]nc(SCC(=O)NCc2ccccc2)c1[N+](=O)[O-] | 0.29 | -1 | -54
COc1cc(OC)cc(-n2nnnc2SCC(=O)Nc2ccc(C(C)=O)cc2)c1 | 0.03 | 0.66 | nt
CCOC(=O)c1c(-c2ccc(C)o2)csc1NC(=O)CSc1nnnn1-c1ccccc1 | -0.81 | -0.43 | -6
C=CCSc1nc2ccccc2c2nc(-c3ccccc3)nn12 | 0.65 | 2.5 | -5
Cc1cc(C)nc(SCc2cn3cc(Cl)ccc3n2)n1 | 0.59 | 0.64 | -39
CCNC(=O)NC(=O)CSc1nc2ccccc2n1CC(C)C | -0.38 | -0.18 | -3
O=C(CSc1nnc(Cn2c(=O)sc3ccccc32)n1-c1ccccc1)NCc1ccco1 | 0.28 | 0.16 | nt
CCn1c(SCC(=O)Nc2nc(C)c(C(=O)OC)s2)nnc1C(C)C | 0.81 | 0.29 | nt
CCn1c(SCC(=O)c2[nH]c(C)c(C(C)=O)c2C)nnc1-c1ccncc1 | -0.07 | 0.23 | -6
N#Cc1ccccc1Sc1ccccc1N | 0.04 | 0.23 | -29
